# Efflux pump inh – inhibitors of Candida efflux pumps in yeast, primary screen, S. cerevisiae, Nile Red, multiplex. inhibition, % at 10 µM. AID 485275, 2010. S. cerevisiae Candida pump triplex. 0.44% of 330,000 active;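 active = plate passing quality check with inhibition over a set limit, or well fluorescence over plate mean plus 4 SD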;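 note: Nile Red retained in pooled yeast measured as flow cytometry median fluorescence; 0% = buffer negative control and 100% = Enniatin B positive control; higher means more Nile Red kept so more efflux inhibition; some compounds called inactive have numbers as strong as hits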
# TPT1 inhibitor – Candida albicans TPT1 enzyme inhibitors, primary screen, biochemical, fluorescence polarization. tRNA 2'-phosphotransferase TPT1 (Candida albicans SC5314). recombinant caTPT1, FP RNA substrate dephosphorylation. inhibition, % at 5 µM. 0.81% of 300,000 active. AID 1962, 2009;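 active = inhibition above the mean of all tested compounds plus 3 SD, set per screening campaign, cut at about 24% in these data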;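 note: plate controls were DMSO alone for no effect and ferristatin control at 100 nM for full effect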
# proCasp3 act – activators of human procaspase-3 D3A mutant, primary screen, biochemical, absorbance, PC-3 D3A mutant, single concentration; 0.11% of 330,000 active; activation, % at 8.5 µM; Caspase-3 (Homo sapiens), P42574; recombinant procaspase-3 D3A, Ac-DEVD-pNA absorbance 405 nm;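 active = activation above the mean of all tested compounds plus 3 SD, cut at about 21% in these data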;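 note: 0% = DMSO alone and 100% = DMSO wells spiked with extra 5 µM PC-3 D3A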
# Target sequence (P42574 whole entry D9A/D28A/D175A): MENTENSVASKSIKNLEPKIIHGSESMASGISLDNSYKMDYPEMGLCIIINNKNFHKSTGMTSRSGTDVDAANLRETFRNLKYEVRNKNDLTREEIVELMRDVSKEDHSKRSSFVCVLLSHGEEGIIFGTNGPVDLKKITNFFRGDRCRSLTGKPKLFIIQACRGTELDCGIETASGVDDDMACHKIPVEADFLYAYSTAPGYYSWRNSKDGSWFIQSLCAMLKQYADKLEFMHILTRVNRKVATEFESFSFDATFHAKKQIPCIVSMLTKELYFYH
#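 material = Procaspase-3 D3A mutant | probe or stimulus = Ac-DEVD-pNA | compound = single dose, 8.5 µM nominal compound, 0.8% DMSO | timing = 1 h preincubation, 2 h reaction | measured by = 405 nm absorbance of p-nitroaniline, reads at 0 and 120 min | benchmarks = DMSO-only low control, 5 µM PC-3 D3A high control | repeats = singlicate, each compound tested once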
# Fh CTSL1 inh – Fasciola hepatica cathepsin L1 inhibitors, primary screen, counter-screen for PFM18AAP inhibitor project, biochemical, QFRET, fluorogenic peptide substrate. recombinant F. hepatica cathepsin L1, Z-Leu-Arg-MCA fluorescence. inhibition, % at 5.96 µM. 0.49% of 300,000 active;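 active = inhibition above the mean of all tested compounds plus 3 SD, set per screening campaign, cut at about 17% in these data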;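 note: 0% = plate median of test compound wells and 100% = 1 µM Z-Phe-Ala-diazomethylketone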
# HCV core dimer – inhibitors of HCV core protein dimerization, primary screen, biochemical, TR-FRET, high-throughput | AID 1899, 2009 | inhibition, % at 5 µM | 0.33% of 300,000 active | TR-FRET GST/Flag-core106 dimerization, 1536-well;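 active = inhibition above the mean of all tested compounds plus 3 SD, set per screening campaign, cut at about 45% in these data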
#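 assay system = GST-tagged and Flag-tagged HCV core protein residues 1-106 | controls = unlabelled core106 and no-GST-core106 wells | incubation = compound-protein-antibody incubation 4 h at 22.5 °C | probe or stimulus = Eu donor and XL665 acceptor anti-tag antibodies | read-out = % inhibition based on acceptor/donor emission ratio | signal = TR-FRET 671 and 617 nm emission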
# PP1 inh – PP1-alpha phosphatase inhibitors, primary screen, counter-screen for PP5 inhibitor project, biochemical, fluorescence, OMFP substrate, single point | purified PP1alpha | inhibition, % at 6.7 µM | AID 2235, 2010 | Serine/threonine-protein phosphatase PP1-alpha catalytic subunit (Homo sapiens), P62136 | 0.9% of 320,000 active;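 active = inhibition above the mean inhibition of all tested compounds plus 3 SD, computed separately for each screening campaign, cut at about 15% in these data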
# procasp7 counter – procaspase-7 activators, primary screen, counter-screen for procaspase-3 activator project, biochemical, absorbance, HTS, human; Caspase-7 (Homo sapiens), P55210; 0.093% of 330,000 active; activation, % at 8.5 µM; recombinant procaspase-7, Ac-DEVD-pNA absorbance 405 nm; D23A/D198A/D206A triple mutant, cannot self-cleave; scale: DMSO 0, 5 µM enzyme 100;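 active = percent activation above the screen-wide mean plus 3 SD, cut at about 25% in these data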
# Target sequence (P55210 whole entry D23A/D198A/D206A): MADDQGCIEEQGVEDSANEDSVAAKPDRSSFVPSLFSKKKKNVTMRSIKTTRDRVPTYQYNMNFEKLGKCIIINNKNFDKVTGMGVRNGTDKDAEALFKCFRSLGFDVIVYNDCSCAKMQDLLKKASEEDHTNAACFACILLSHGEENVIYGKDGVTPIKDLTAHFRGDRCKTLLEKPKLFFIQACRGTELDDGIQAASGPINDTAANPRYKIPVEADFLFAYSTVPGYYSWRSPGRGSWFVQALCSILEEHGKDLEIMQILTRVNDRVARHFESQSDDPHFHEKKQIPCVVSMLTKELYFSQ
#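 Detection: p-Nitroaniline absorbance at 405 nm, read at 0 and 120 min; system: Uncleavable procaspase-7 mutant enzyme; evaluation: % activation from two-timepoint absorbance difference, scaled to controls; times: 1 h enzyme–compound preincubation and 2 h substrate reaction, both 25 °C; buffer or medium: Zinc-free HEPES pH 7.4 with 300 mM NaCl, 0.01% Triton X-100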
# PP5 primary – PP5 phosphatase inhibitors, primary screen, biochemical, fluorescence. purified PP5c, OMFP substrate fluorescence. inhibition, % at 6.7 µM. 0.18% of 320,000 active. AID 1987, 2009;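 active = inhibition above the campaign's mean inhibition across all tested compounds plus 3 SD, cut at about 9.5% in these data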;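 note: 0% = DMSO only and 100% = 100 µM cantharidin control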
# GASC-1 inh – inhibitors of GASC-1 histone demethylase, primary screen, biochemical, fluorescence, DELFIA europium | Lysine-specific demethylase 4C (Homo sapiens), Q9H3R0 | GST-JMJD2C(1-420) H3K9me3 demethylation | inhibition, % at 2.35 µM | 0.069% of 330,000 active | AID 2099, 2009;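 active = more than half of a compound's replicate wells show inhibition beyond 50%, single wells judged on their own value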;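 note: signal counts dimethyl H3K9 product captured on neutravidin plate; 0% = median of DMSO wells and 100% = 0.3 times that DMSO median; strong numbers were not always called active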
# Target sequence (Q9H3R0 1-420 limits assumed): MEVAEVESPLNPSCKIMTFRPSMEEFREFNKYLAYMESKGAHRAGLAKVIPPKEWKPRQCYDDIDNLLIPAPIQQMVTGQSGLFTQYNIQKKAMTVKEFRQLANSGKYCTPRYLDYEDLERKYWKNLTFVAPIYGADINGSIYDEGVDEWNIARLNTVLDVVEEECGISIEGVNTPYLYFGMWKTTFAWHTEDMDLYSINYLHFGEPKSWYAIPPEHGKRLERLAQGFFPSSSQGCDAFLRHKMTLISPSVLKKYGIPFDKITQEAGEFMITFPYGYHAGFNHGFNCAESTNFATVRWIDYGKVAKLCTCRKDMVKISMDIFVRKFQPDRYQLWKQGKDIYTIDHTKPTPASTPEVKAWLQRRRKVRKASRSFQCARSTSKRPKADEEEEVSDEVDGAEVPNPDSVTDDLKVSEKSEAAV
# * hit, by the source's call; nt = not tested or not shown.
1) O=C(C[C@@H]1C/C=C\C[C@H](NC(=O)OCC2c3ccccc3-c3ccccc32)C(=O)O[C@H](c2ccccc2)CNC1=O)NCCO
2) CCC(=O)N(Cc1ccco1)c1nc(-c2cc(OC)ccc2OC)cs1
3) Cc1ccccc1NS(=O)(=O)c1cc2c3c(c1)CC(=O)N3CCC2
4) O=C1CCC(c2ccccc2)=NN1
5) O=C1CN(C(=O)c2cc([N+](=O)[O-])ccc2Cl)C(c2ccc(F)cc2)c2cc(F)ccc2N1 (configuration not stated)
6) CC(Oc1ccccc1)C(=O)OCC(=O)NC(=O)NC1CCCCC1 (configuration not stated)
7) O=C(NCc1ccc(C(F)(F)F)cc1)c1ccc2c(c1)S(=O)(=O)c1ccccc1C2=O
8) C=CCNc1ccc(C(=O)O)cc1

Screen / compound no.	1	2	3	4	5	6	7	8
Efflux pump inh	0.0	0.2	0.0	-0.2	-0.1	0.0	-0.2	0.1
TPT1 inhibitor	nt	2	0	6	-1	nt	1	0
proCasp3 act	-9	6	3	4	0	-1	9	4
Fh CTSL1 inh	nt	1	-6	4	1	nt	-2	-2
HCV core dimer	nt	0	0	-30	2	nt	7	-4
PP1 inh	nt	-2	-6	-9	2	-3	-5	1
procasp7 counter	6	4	5	4	-5	0	3	-13
PP5 primary	nt	1.7	-2.5	0.8	0.6	0.9	-1.5	1.7
GASC-1 inh	4	-4	4	-28	-9	14	-2	-3

# Some of the entries above, set out differently.
# The line under a structure holds: Efflux pump inh	TPT1 inhibitor	proCasp3 act	Fh CTSL1 inh	HCV core dimer	PP1 inh	procasp7 counter	PP5 primary	GASC-1 inh
6. CC(Oc1ccccc1)C(=O)OCC(=O)NC(=O)NC1CCCCC1 (configuration not stated)
→ 0.0	nt	-1	nt	nt	-3	0	0.9	14
7. O=C(NCc1ccc(C(F)(F)F)cc1)c1ccc2c(c1)S(=O)(=O)c1ccccc1C2=O
→ -0.2	1	9	-2	7	-5	3	-1.5	-2
8. C=CCNc1ccc(C(=O)O)cc1
→ 0.1	0	4	-2	-4	1	-13	1.7	-3

# Carrying on:
9) CCN1C(=O)c2ccccc2S(=O)c2ccc(C(=O)NCc3ccc(OC)cc3)cc21 (configuration not stated)
10) COC(=O)c1c(C)oc2ccc(OC(=O)c3cccs3)cc12
11) COc1cc2c(cc1OC)C1=C(C#N)CC/C(=N\S(=O)(=O)c3ccccc3)N1CC2
12) CC(C)(C)C(=O)Nc1cc(NC(=O)C(C)(C)C)cc(C(=O)Nc2cc(C(=O)O)cc(C(=O)O)c2)c1
13) O=C(O)c1ccc(N(c2ccccc2)c2ccccc2)cc1
14) Cc1noc(C)c1S(=O)(=O)N1CCC(C(=O)NCCC2=CCCCC2)CC1
15) Cc1n[nH]c(=O)c2c1nnn2Cc1ccc(F)cc1
16) Cc1nn(-c2ccccc2)c(C)c1C(=O)OCC(N)=O

Screen / compound no.	9	10	11	12	13	14	15	16
Efflux pump inh	0.1	-0.1	0.1	0.0	-0.1	0.0	-0.2	-0.2
TPT1 inhibitor	1	-2	5	1	-3	-4	-6	3
proCasp3 act	-12	12	-12	1	7	4	8	5
Fh CTSL1 inh	0	-1	1	3	1	4	1	2
HCV core dimer	0	4	6	4	10	0	-7	0
PP1 inh	-1	1	0	0	-1	-2	0	-2
procasp7 counter	6	2	8	10	6	2	6	7
PP5 primary	4.2	0.9	4.2	-1.6	2.5	0.7	-0.1	-0.4
GASC-1 inh	-11	5	0	4	-1	8	4	nt

17) CCNS(=O)(=O)c1ccc(NC(=O)Cc2ccc(F)cc2)cc1
18) C[C@H](NC(=O)c1[nH]cnc1C(=O)Nc1ccc(CNC(=O)OC(C)(C)C)cc1)C(=O)OCc1ccccc1
19) O=C1N[C@@H](Cc2cn(S(=O)(=O)c3ccccc3)c3ccccc23)C(=O)N[C@H]1Cc1ccccc1
20) Cc1nn(C)c(C)c1NC(=O)c1ccc(S(=O)(=O)N(C)C)cc1
21) COc1ccc(/C(C)=N/NC(=O)CNC(=O)c2cccnc2)cc1
22) COc1ccc(C(C)C)cc1S(=O)(=O)Nc1ccc(Cl)cn1
23) CCOc1ccc(-c2ccc(SCC(=O)Nc3nnc(C)s3)nn2)cc1
24) CCn1c(=O)c(CCC(=O)N2CCOCC2)c(C)c2c(C)nn(-c3ccccc3)c21

Screen / compound no.	17	18	19	20	21	22	23	24
Efflux pump inh	0.0	0.0	-0.1	-0.2	-0.2	-0.1	0.0	0.1
TPT1 inhibitor	0	-4	-3	-2	-4	-2	1	-2
proCasp3 act	2	-3	0	4	-3	1	2	4
Fh CTSL1 inh	-1	5	0	-3	7	5	1	1
HCV core dimer	-5	1	-15	-12	-4	0	3	-1
PP1 inh	-1	4	12	-1	0	-6	1	2
procasp7 counter	2	0	-6	-3	13	-9	-1	8
PP5 primary	0.4	4.6	3.7	-0.9	-0.4	1.3	-1.5	2.4
GASC-1 inh	9	-10	6	8	8	4	2	-46

25) NNC(=O)c1ccc(CN2C(=O)c3cccc4cccc2c34)cc1
26) COc1cc(/C=C2\C(=O)N(CCC#N)N=C2C)c(Br)cc1OC(C)C
27) COc1ccc(/C(=N/Nc2ncnc3ccccc23)C(=O)O)cc1
28) CC(=O)Nc1c2c(nn1-c1ccc(F)cc1)CSC2
29) COc1ccc(S(=O)(=O)N(CC(=O)NCc2cccnc2)c2ccc(F)cc2)cc1OC
30) C#CCOCCOCCOCCNc1nc(N2CCN(C(=O)[C@H]([C@@H](C)CC)n3cc(CCC(=O)O)nn3)CC2)nc(N2CCN(C(=O)[C@H](C)n3cc(CCCN=C(N)N)nn3)CC2)n1
31) COCCOC(=O)C1=C(N)Oc2c(oc(CO)cc2=O)C1c1ccccc1F (configuration not stated)
32) COc1ccc2sc(-c3ccc(S(C)(=O)=O)cc3)c(-c3ccc4c(c3)OCCO4)c2c1

Screen / compound no.	25	26	27	28	29	30	31	32
Efflux pump inh	-0.1	0.0	-0.3	-0.1	-0.5	nt	-0.1	-0.1
TPT1 inhibitor	4	3	-1	-6	-2	-7	-5	nt
proCasp3 act	-6	-10	-5	5	4	6	4	6
Fh CTSL1 inh	2	6	4	3	2	-2	-1	nt
HCV core dimer	9	1	-18	-3	-8	-10	-3	nt
PP1 inh	9	1	2	1	-3	-2	-2	nt
procasp7 counter	6	-14	4	4	-2	-7	3	22
PP5 primary	2.5	-1.5	1.7	0.4	3.1	-2.3	0.3	nt
GASC-1 inh	20	-6	-12	9	-3	-1	-1	-9

33) CCOc1ccc(-n2nc3cc(C)c(N)cc3n2)cc1
34) Cc1cccc(NS(=O)(=O)c2ccc3nc(-c4ccccc4)[nH]c3c2)c1C
35) COC(=O)c1ccc(C2/C(=C(/O)c3ccc(OC)cc3)C(=O)C(=O)N2Cc2ccco2)cc1 (configuration not stated)
36) CC(C)N1CC(COc2ccc(Br)cc2)OC1=O (configuration not stated)
37) O=C(COc1ccc(F)cc1Cl)Nc1ccc(N2CCOCC2)cc1N1CCOCC1
38) Cc1cc(C)n(-c2nc(NCCCN(C)C)c3c4c(sc3n2)CCCC4)n1
39) CN1CCCN(Cc2nc(-c3cccc(C(F)(F)F)c3)no2)CC1
40) Nc1nc(N)nc(-c2cc(Cl)ccc2Cl)n1

Screen / compound no.	33	34	35	36	37	38	39	40
Efflux pump inh	0.4	-1.2	0.3	0.0	0.1	-0.2	-0.2	-0.1
TPT1 inhibitor	-1	-2	-4	2	-2	-4	2	-2
proCasp3 act	-10	0	-5	0	-3	-4	2	7
Fh CTSL1 inh	0	-2	3	-3	9	4	6	-1
HCV core dimer	23	-10	5	7	1	-2	1	-4
PP1 inh	1	-2	6	-8	-4	-4	-1	0
procasp7 counter	-10	6	-37	-4	-4	-3	5	-3
PP5 primary	4.1	1.8	0.7	0.0	-1.1	-1.6	-0.6	0.5
GASC-1 inh	-44	3	8	-21	3	19	-4	-10

41) COc1ccc(CCN(C)C2CCCN(S(=O)(=O)N(C)C)C2)cc1OC (configuration not stated)
42) Cc1cc(Cl)cc(Cl)c1OCC(=O)NCc1ccco1
43) Cc1ccc(C)c(NC(=S)NC(NC(=O)N(C)C)C(Cl)(Cl)Cl)c1 (configuration not stated)
44) CCc1c(C)c2cc(Cl)c(O)c(CN(C)C)c2oc1=O
45) CN(C)c1ccc(N=Nc2ccc(C(=O)O)cc2)cc1
46) CC(=O)C1=C(c2ccccc2)OC(N)=C(C#N)C1c1ccccc1C (configuration not stated)
47) N/C(=N\OC(=O)Cc1ccccc1)c1cccnc1
48) Cc1ccc(N(CC(=O)Nc2ccc(C)cn2)S(=O)(=O)c2c(C)nn(C)c2C)cc1

Screen / compound no.	41	42	43	44	45	46	47	48
Efflux pump inh	-0.1	-0.1	-0.1	0.0	0.1	2.5	0.6	-0.1
TPT1 inhibitor	5	4	-2	0	5	0	3	-18
proCasp3 act	6	-17	0	-4	-2	0	-8	-8
Fh CTSL1 inh	-1	13	-2	6	0	-27	-5	0
HCV core dimer	-7	41	0	8	-14	-7	-6	1
PP1 inh	1	0	-4	-7	1	-4	-9	-5
procasp7 counter	16	2	6	5	-22	-18	6	-1
PP5 primary	-1.0	-0.8	-1.2	-2.2	6.0	2.3	4.7	2.2
GASC-1 inh	0	3	5	1	-21	-6	17	8

49) CCNc1c([N+](=O)[O-])c(=O)oc2ccccc12
50) Cc1ccc(NC(=S)NNC(=O)C2CC2c2ccc(C)cc2)cc1 (configuration not stated)
51) Cc1ccc(C)c(NS(=O)(=O)c2cc(C(=O)NCc3ccco3)ccc2C)c1
52) COc1ccnc(N=CNOCc2cccc(Cl)c2Cl)c1C#N
53) O=C(c1ccccc1Cl)N(Cc1ccc(Cl)c(Cl)c1)N1C(=O)CCCC1=O

Screen / compound no.	49	50	51	52	53
Efflux pump inh	0.1	-0.1	-0.1	0.1	-0.1
TPT1 inhibitor	-3	0	0	1	-1
proCasp3 act	-3	9	2	1	3
Fh CTSL1 inh	-1	-2	-3	2	2
HCV core dimer	0	-4	-1	0	-4
PP1 inh	5	2	3	-1	0
procasp7 counter	9	4	-5	1	-6
PP5 primary	-2.6	2.4	1.7	2.9	3.2
GASC-1 inh	-5	-11	3	5	40

# Compound activity: PubChem BioAssay, several laboratories

# No enrichment for hits. Share with any hit: about 2.9%.
